Growth percent in the NCI-60 one-dose screen (48 h, 10 µM unless noted): 100 = growth as untreated, 0 = no growth, -100 = all killed.
COLO 205 = COLO 205 colon cancer; hit rate 7.3% among 79,000
IGROV1 = IGROV1 ovarian cancer. AID 1794786. hit rate 4.7% among 79,000
KM12 = KM12 colon cancer cells. AID 1794800. hit rate 5% among 82,000
NCI-H522 = NCI-H522 lung cancer; hit rate 8% among 78,000
NCI-H23 = NCI-H23 lung cancer. hit rate 4% among 80,000
NCI-H322M = NCI-H322M lung cancer. hit rate 2.7% among 80,000. AID 1794733
NCI-H460 = NCI-H460 lung cancer | hit rate 6.8% among 82,000
NCI/ADR-RES = NCI/ADR-RES ovarian cells; hit rate 4.4% among 81,000; AID 1794790
NCI-H226 = NCI-H226 lung cancer; hit rate 3.5% among 79,000; AID 1794732
* = called active by the depositor; . = not tested or not shown. How the source made its calls: active means growth percent below 10; inactive means the rest.

item | mol | COLO 205 | IGROV1 | KM12 | NCI-H522 | NCI-H23 | NCI-H322M | NCI-H460 | NCI/ADR-RES | NCI-H226
1 | C/C(=N\N=C(/C)c1ccc(O)cc1)c1ccc(O)cc1 | 105 | 90 | 95 | 75 | 85 | 103 | . | 100 | 92
2 | COc1cc(-c2nc(SCC(C)C)nc(N3CCOCC3)c2C#N)cc(OC)c1OC | 91 | 87 | 94 | 76 | 103 | 103 | 104 | 85 | 104
3 | COC(=O)CSc1ccc2nsnc2n1 | 105 | 90 | 104 | 96 | 99 | 91 | 101 | 97 | 90
4 | CC(C)CC(CC(C)C)=NC(C)(C)CO | 108 | 111 | 108 | 101 | 104 | 123 | 113 | 115 | 113
5 | Cc1nn2c(-c3nc4ccc(C(F)(F)F)cc4[nH]3)c(-c3ccc(F)cc3)nc2s1 | 105 | . | 89 | 95 | 93 | . | 96 | 89 | .
6 | CC[C@@]12CC(C(=O)OC)=C3Nc4cc5c(cc4[C@@]34CCN(C[C@H]3O[C@H]31)[C@@H]24)[C@@H]1[C@H](O5)[C@@H](O)[C@@]2(CC)CC(C(=O)OC)=C3Nc4cc(O)ccc4[C@@]34CCN1[C@@H]24 | -62* | -66* | -47* | -45* | -54* | -43* | -27* | 6.7* | -51*
7 | O=C1NCC(Nc2ccccc2)C(=O)N1 (stereo not drawn) | 121 | 117 | 112 | 102 | 103 | 134 | 107 | 104 | .
8 | Cn1cc(-c2nc(-c3c[nH]c4c(Cl)nccc34)cs2)c2cc(F)ccc21 | 100 | 117 | 96 | 90 | 104 | 102 | 98 | 111 | 95
9 | N#Cc1nn(-c2cc(=O)[nH]c3ccc(Cl)cc23)c(N)c1C#N | 100 | 102 | 106 | 87 | 104 | 92 | 114 | 99 | 99
10 | S=C(Nc1ccccc1)N1CCN(c2ncnc3c2cnn3-c2ccccc2)CC1 | 108 | 51 | 97 | 89 | . | 98 | 106 | 100 | 83
11 | COC(=O)[C@]12CC[C@@H](C)[C@H](C)[C@@H]1C1=CC[C@@H]3[C@@]4(C)CC(=O)[C@H](OC(=O)c5ccco5)[C@@]5(C)COC(=C45)C[C@@]3(C)[C@]1(C)CC2 | -41* | 53 | 28 | 27 | 33 | 54 | 9.6* | 33 | 24
12 | Cc1ccc2nc3[nH]c(=O)[nH]c(=O)c3c(N)c2c1 | 91 | 75 | 91 | 84 | 92 | 73 | 81 | 98 | 100

From entry 9 up to 12, copied from above:
item | mol | COLO 205 | IGROV1 | KM12 | NCI-H522 | NCI-H23 | NCI-H322M | NCI-H460 | NCI/ADR-RES | NCI-H226
9 | N#Cc1nn(-c2cc(=O)[nH]c3ccc(Cl)cc23)c(N)c1C#N | 100 | 102 | 106 | 87 | 104 | 92 | 114 | 99 | 99
10 | S=C(Nc1ccccc1)N1CCN(c2ncnc3c2cnn3-c2ccccc2)CC1 | 108 | 51 | 97 | 89 | . | 98 | 106 | 100 | 83
11 | COC(=O)[C@]12CC[C@@H](C)[C@H](C)[C@@H]1C1=CC[C@@H]3[C@@]4(C)CC(=O)[C@H](OC(=O)c5ccco5)[C@@]5(C)COC(=C45)C[C@@]3(C)[C@]1(C)CC2 | -41* | 53 | 28 | 27 | 33 | 54 | 9.6* | 33 | 24
12 | Cc1ccc2nc3[nH]c(=O)[nH]c(=O)c3c(N)c2c1 | 91 | 75 | 91 | 84 | 92 | 73 | 81 | 98 | 100

(cont.)
item | mol | COLO 205 | IGROV1 | KM12 | NCI-H522 | NCI-H23 | NCI-H322M | NCI-H460 | NCI/ADR-RES | NCI-H226
13 | Nc1nc(N)c(C=O)c(=O)[nH]1 | 110 | 93 | 110 | 95 | 98 | 121 | 116 | 106 | 102
14 | O=C(c1cc([N+](=O)[O-])cc([N+](=O)[O-])c1)N(CCO)CCO | 111 | 108 | 103 | 95 | 98 | 104 | 105 | 101 | 90
15 | Nc1ccccn1 | 111 | 134 | 111 | . | 102 | 137 | 108 | 108 | 112
16 | Cc1ccc2oc(=O)cc(/C=C3/SC(=O)NC3=O)c2c1 | 106 | 100 | 107 | 101 | 99 | 93 | 111 | 111 | 111
17 | Cc1ccccc1NC(=O)CSc1[nH]c(=O)cc(C)c1C#N | 123 | . | 63 | 99 | . | 107 | 122 | . | 108
18 | O=C(O)c1ccc2c(c1)C(=O)N(c1ccccc1)C2=O | 107 | 86 | 102 | 90 | 99 | 86 | 104 | 102 | 97
19 | O/N=C1/CCSc2ccccc21 | 102 | 96 | 101 | 111 | . | . | 107 | 105 | 97
20 | N#Cc1c(NC(=O)c2ccc([N+](=O)[O-])o2)[n+]([O-])c2cc(F)c(F)cc2[n+]1[O-] | 132 | . | 99 | 101 | 99 | 119 | 110 | 102 | 108
21 | NC(N)=NC(=S)Nc1ccc(Cl)cc1 | 114 | 107 | 117 | 86 | 99 | 98 | 104 | 101 | 97
22 | CC12CCC3C(CCC4=C(O)C(=S)CCC43C)C1CCC2=S (stereo not drawn) | 110 | 37 | 110 | 89 | 100 | 92 | 99 | 104 | 113
23 | CC[C@@H](C)/C=C(C)/C=C/C(O)=C1\C(=O)N[C@@H]([C@H](O)c2ccc(OC(=O)[C@@]34CC[C@@](C)(C(=O)O3)C4(C)C)cc2)C1=O | 120 | 119 | 116 | . | 110 | 120 | 111 | 108 | 115
24 | CC(=O)Nc1ccc(/C=C2\C(=O)NC(=S)N2/C=C(\C#N)c2ccc([N+](=O)[O-])cc2)cc1 | 106 | 113 | 100 | 74 | 95 | 110 | 102 | 107 | 93
25 | Cc1cc(N=Nc2ccc(N=Nc3ccc(O)c(C(=O)O)c3)cc2)c(N)cc1N | 105 | 105 | 106 | 92 | 95 | 97 | . | 100 | 100
26 | CN(C)C=Nc1c(I)cc(I)c(CCC(=O)O)c1I | 118 | . | 102 | 109 | 109 | 112 | 111 | 117 | 112
27 | O=C(O)CC1=CCCCC1 | 108 | 96 | 98 | 101 | 99 | 99 | 106 | 97 | 103
28 | COC(=O)c1nc(N)nc(C(=O)OC)c1C(=O)c1c(C)[nH]c2ccccc12 | 109 | 118 | 103 | 97 | 103 | 112 | 116 | 117 | 111
29 | Cc1ccc2nsnc2c1NC(=O)Cn1c(-c2nonc2N)nc2ccccc21 | 116 | 92 | 96 | 94 | 103 | 102 | 99 | 102 | 98
30 | COc1ccc(-n2c(NC(=O)N3CCOCC3)c(C#N)c3ccc(F)cc32)cc1 | 113 | 100 | 103 | 89 | 99 | 113 | 104 | 96 | 80
31 | O=C1NC(=O)[C@@H](c2cn3c4c(cccc24)CCC3)[C@@H]1c1c[nH]c2ccccc12 | -57* | 28 | 4.4* | -0.1* | 32 | 42 | 5.4* | 9.4* | 57
32 | CCCCCn1c(C)cc(/C=C\c2ccc3cc(C)ccc3[n+]2C)c1C | -92* | -84* | -72* | -37* | 3.1* | 30 | -75* | 59 | -58*
33 | C#C[C@]1(O)CCC2C3CCc4cc(O)ccc4C3CC[C@@]21C (stereo partly drawn) | 41 | 55 | 22 | 11 | 62 | 81 | 18 | 13 | 81
34 | COc1ccc(-c2nc3sccn3c2-c2nc3ccc(Cl)cc3[nH]2)cc1 | 100 | 108 | 101 | 82 | 88 | 108 | 99 | 88 | 89
35 | C=CCNC(=S)NNC(=S)N/N=C/c1cc(OC)c(OC)c(OC)c1 | 97 | 90 | 96 | 92 | 98 | 90 | 100 | 100 | 91
36 | CCOC(=O)c1c2c(c(C)n1C)-c1[nH]c(=O)ncc1CC2 | 118 | . | 89 | 103 | 80 | 112 | 100 | 81 | 84
37 | N#CC1=C(N)Oc2c(c(=O)[nH]c3ccc(Cl)cc23)C12C(=O)Nc1ccccc12 (stereo not drawn) | 101 | 101 | 103 | 86 | 96 | 103 | 104 | 100 | 84
38 | Clc1nccc2c(-c3csc(-c4c[nH]c5ccc(Br)cc45)n3)c[nH]c12 | 8.0* | 44 | 17 | 1.5* | 32 | 70 | -5.2* | 31 | 34
39 | COc1ccc(Nc2n[nH]c(N)c2C(=O)Nc2ccc(C)cc2)c(OC)c1 | 90 | 76 | 64 | 69 | 89 | 94 | 98 | 92 | 91
40 | O=C(Nc1nc2cccc(-c3ccc(CN4CCS(=O)(=O)CC4)cc3)n2n1)C1CC1 | 60 | 65 | 32 | 6.7* | 65 | 88 | 5.8* | 90 | 56
41 | Cc1ccc(-c2ccnc3c(C#N)c(Nc4ccccc4)nn23)cc1 | 110 | 95 | 102 | 94 | 98 | 103 | 104 | 100 | 107
42 | COc1ccc(C2=NN(C(=O)c3cc(OC)c(OC)c(OC)c3)C(c3ccc(N(C)C)cc3)C2)cc1 (stereo not drawn) | 5.9* | -8.6* | 23 | -32* | 26 | 48 | 3.7* | -5.9* | 21
43 | CCN(C(=O)CN1C(=O)/C(=C/c2cccs2)SC1=S)C1CCS(=O)(=O)C1 (stereo not drawn) | 120 | 119 | 108 | 56 | 102 | 105 | 108 | 96 | 105
44 | CCCCc1ccc(N=Nc2ccc(OCC[N+](C)(C)C)cc2)cc1 | -5.3* | 19 | 30 | 34 | 49 | 74 | 33 | 104 | 52
45 | O=C(O)CNS(=O)(=O)c1ccccc1 | 109 | 107 | 110 | 104 | 105 | 103 | 106 | 107 | 97
46 | CC(=O)NS(=O)(=O)c1ccc(OCCOc2ccc(S(=O)(=O)NC(C)=O)cc2)cc1 | 103 | 96 | 106 | 80 | 97 | 92 | 109 | 104 | 98
47 | CC(=O)c1sc(Nc2ccc(S(=O)(=O)Nc3nc(C)cc(C)n3)cc2)nc1C | 111 | 107 | 103 | 82 | 102 | 102 | 108 | 107 | 102
48 | S=c1sc2ccccc2n1CNc1ccccc1Cl | 83 | 96 | 98 | 110 | 102 | 124 | 102 | 110 | 107

Next part:
Under each structure – COLO 205, IGROV1, KM12, NCI-H522, NCI-H23, NCI-H322M, NCI-H460, NCI/ADR-RES, NCI-H226
49. COc1ccc(C=Nc2cc(C(C)C)c(O)cc2C)cc1S(=O)(=O)O
  104, 111, ., 59, 98, 109, 102, 96, 105
50. Cc1cccc(C)c1NC(=O)C(C)C
  112, 107, 106, ., 113, 108, 107, 117, 97
51. CN(C)c1ccc(/C=N/NC(=O)c2ccccc2Nc2ccnc(C(F)(F)F)c2)cc1
  104, 121, 108, 94, 94, 101, 107, 99, 86
52. O=C(Cc1ccccc1)NNc1ccccc1
  101, 80, 79, 77, 106, 83, 100, 86, 88
53. CCCCCCCCCCCCCCn1cc(C2=C(c3coc4ccc(OC)cc34)C(=O)NC2=O)c2ccccc21
  ., 82, 98, 90, 96, 100, 99, 99, .
54. COc1cccc(/C=N/NC(=O)c2ccccc2Nc2ccnc(C(F)(F)F)c2)c1O
  2.9*, 4.9*, 39, 19, 31, 17, -7.0*, 6.8*, -20*
55. COc1cc(OC)c(OC)cc1C=NNc1ncnc2ccccc12
  107, 89, 94, 103, ., 100, 105, 112, 100
56. COc1nccc2c(-c3cccc(F)c3)nc(N)nc12
  109, 117, 104, 79, 104, 112, 112, 110, 98
57. COc1ccc(C2C=C(C(=O)O)Nc3nc(N)[nH]c(=O)c32)cc1 (stereo not drawn)
  118, 119, 110, 101, 105, 131, 111, 110, 120
58. C=C(C)[C@@H]1CC[C@]2(C(=O)OCCOCCOCC[P+](c3ccccc3)(c3ccccc3)c3ccccc3)CC[C@]3(C)[C@H](CC[C@@H]4[C@@]5(C)CC[C@H](OC(C)=O)C(C)(C)[C@@H]5CC[C@]43C)[C@@H]12
  -76*, -84*, -90*, -75*, -85*, -94*, -81*, 4.3*, -85*
59. COc1ccc(C2CC(=O)c3c(O)cc(OC4OC(CO)C(O)C(O)C4OC4OC(C)C(O)C(O)C4O)cc3O2)cc1O (stereo not drawn)
  98, 100, 100, 91, 92, ., 110, 105, 107
60. Nc1ccc(C(=O)Nc2nc3c(s2)C[C@@H](NC(=O)c2cc(Br)c(Br)[nH]2)CC3)nc1
  104, 65, 55, 69, 89, 95, 62, 66, 86
61. C=CCN(CC=C)C(=O)OCC
  110, 110, 110, 83, 96, 112, 109, 100, 103
62. O=C(c1ccccc1)N(CCN1CCOCC1)C(=O)c1ccccc1
  109, 101, 106, 97, 89, 106, 108, 100, 100
63. NS(=O)(=O)c1ccc(NC(=O)/C(=C\c2ccc(Br)cc2)NC(=O)c2ccccc2)cc1
  105, 90, 102, 88, 100, 100, 107, 102, 97
64. C/C=C(/C)C(=O)OC1C=C(CO)C(=O)C(OC(=O)C2(C)OC2C)C1C(C)C (stereo not drawn)
  ., -31*, -56*, -79*, -63*, -3.4*, ., 6.4*, -36*
65. CCCCCc1cc[n+](CC(=O)c2cccs2)cc1
  95, 108, 105, 77, 97, 106, 105, 101, 97
66. CC(C)c1ccc(NC(=O)Nc2ccc(NC(=O)CCCC(=O)Nc3ccccn3)cc2)cc1
  87, 75, 60, 65, 76, 72, 27, 101, 93
67. O=C(O)CCC(=O)c1ccc2oc3ccccc3c2c1
  109, ., 104, 89, 106, 123, 110, 115, 105
68. CC1(C)CC[C@]23CC[C@]4(C)[C@H](CC[C@@H]5[C@@]6(C)CC(CCc7nn[nH]n7)(CCc7nn[nH]n7)C(=O)C(C)(C)[C@@H]6CC[C@]54C)[C@H]2[C@H]1OC3=O
  108, 108, 96, 105, 103, 94, 112, 104, 105

Bioassay records from PubChem BioAssay.
